VLA-4 inh = inhibition in a human VLA-4 binding assay. VLA-4 expressing cells, ligand binding flow cytometry. inhibition, % (about 7 µM as worked out from the volumes in the protocol). hit rate 0.2% among 330,000. AID 2557; in the data active = inhibition above about 50%
Target sequence (P13612 whole entry, looked up): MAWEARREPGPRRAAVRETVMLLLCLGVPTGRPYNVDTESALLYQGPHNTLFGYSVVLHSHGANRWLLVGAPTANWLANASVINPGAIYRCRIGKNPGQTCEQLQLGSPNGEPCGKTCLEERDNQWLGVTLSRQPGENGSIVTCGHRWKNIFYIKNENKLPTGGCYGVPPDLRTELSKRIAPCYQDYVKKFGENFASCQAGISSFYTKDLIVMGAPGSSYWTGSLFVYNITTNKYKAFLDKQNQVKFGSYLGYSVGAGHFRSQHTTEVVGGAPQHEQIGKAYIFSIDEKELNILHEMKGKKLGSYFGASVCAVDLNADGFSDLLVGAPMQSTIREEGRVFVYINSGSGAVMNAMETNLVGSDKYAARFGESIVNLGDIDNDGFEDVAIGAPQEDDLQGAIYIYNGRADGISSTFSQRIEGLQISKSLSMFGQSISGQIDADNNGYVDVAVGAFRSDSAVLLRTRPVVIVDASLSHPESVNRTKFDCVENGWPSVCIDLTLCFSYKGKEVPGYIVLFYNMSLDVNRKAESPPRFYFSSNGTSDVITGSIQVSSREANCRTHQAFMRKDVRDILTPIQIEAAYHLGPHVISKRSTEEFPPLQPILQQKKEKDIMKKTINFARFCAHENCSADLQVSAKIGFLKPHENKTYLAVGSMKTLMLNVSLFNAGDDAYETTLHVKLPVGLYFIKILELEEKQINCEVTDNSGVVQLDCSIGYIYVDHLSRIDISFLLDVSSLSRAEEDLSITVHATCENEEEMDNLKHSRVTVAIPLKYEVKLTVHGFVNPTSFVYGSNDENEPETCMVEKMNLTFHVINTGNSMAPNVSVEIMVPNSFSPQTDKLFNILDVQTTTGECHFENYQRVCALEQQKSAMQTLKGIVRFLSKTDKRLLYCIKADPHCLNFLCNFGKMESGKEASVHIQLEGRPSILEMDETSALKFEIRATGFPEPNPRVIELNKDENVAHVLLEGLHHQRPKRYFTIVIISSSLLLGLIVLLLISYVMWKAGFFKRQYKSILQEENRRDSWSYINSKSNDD
RPL19A-GFP yeast = yeast TOR pathway RPL19A-GFP modulation; hit rate 0.3% among 330,000; S. cerevisiae RPL19A-GFP strain, flow cytometry, 3 h; stronger effect = lower value; percent response vs DMSO, % at 10 µM;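 active = percent response vs DMSO below 50%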;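 note: median channel GFP fluorescence of the barcoded RPL19A-GFP strain; ratio of sample median GFP to plate DMSO average so 100% = DMSO; lower means less RPL19A-GFP as with rapamycin TOR inhibition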
GRK2 inh = human GRK2 inhibition via aptamer displacement | bead flow cytometry, FAM-aptamer displacement from GRK2 | inhibition of aptamer binding, % at 10 µM | hit rate 0.59% among 330,000 | AID 488847;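 active = inhibition of aptamer binding above 40%, roughly 3 SD of noise, on plates passing a quality check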;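 note: median bead fluorescence of bound FAM aptamer so fluorescent compounds give negative values; no value below 0 was filed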
AGP1 TOR yeast = modulators of TOR pathway AGP1-GFP in S. cerevisiae; hit rate 0.02% among 320,000; S. cerevisiae AGP1-GFP multiplex flow cytometry, 3 h; GFP as percent of DMSO wells; GFP response vs DMSO, % at 10 µM;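 active = GFP response relative to DMSO above a set limit, near screen average plus 3 SD, cut at about 150% in these data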;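 note: median GFP channel fluorescence of the gated AGP1 strain per well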
GASC-1 inh = blocks human GASC-1 demethylase activity; hit rate 0.069% among 330,000; GST-JMJD2C(1-420) H3K9me3 demethylation, DELFIA europium; inhibition, % at 2.35 µM; Q9H3R0;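 active = more than half of a compound's replicate wells show inhibition beyond 50%, single wells judged on their own value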;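 note: signal counts dimethyl H3K9 product captured on neutravidin plate; 0% = median of DMSO wells and 100% = 0.3 times that DMSO median; strong numbers were not always called active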
LAP4 TOR yeast = alters LAP4-GFP fluorescence in TOR pathway yeast screen; S. cerevisiae LAP4-GFP multiplex, flow cytometry GFP, 3 h; median GFP as percent of DMSO wells; GFP response vs DMSO, % at 10 µM; hit rate 0.34% among 320,000;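 active = GFP response vs DMSO above a set limit, about the screen mean plus 3 SD, cut at about 150% in these data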
CIT2-GFP yeast = alters CIT2-GFP fluorescence in TOR pathway yeast screen; S. cerevisiae CIT2-GFP strain, flow cytometry, 3 h; 100 means same as DMSO wells; GFP response vs DMSO, % at 10 µM; hit rate 0.065% among 320,000; AID 2029;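 active = GFP response relative to DMSO above a set limit, near the screen mean plus 3 SD, cut at about 150% in these data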;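 note: ratio of well median GFP fluorescence to mean of DMSO wells on the plate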
MEP2 TOR yeast = yeast TOR pathway MEP2-GFP modulation; S. cerevisiae MEP2-GFP strain, flow cytometry GFP, 3 h; 100% = DMSO control level; GFP response vs DMSO, % at 10 µM; hit rate 0.51% among 330,000; AID 2016;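 active = GFP response versus DMSO above a set limit, roughly screen mean plus 3 SD, cut at about 180% in these data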;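 note: median GFP fluorescence of the barcode-gated MEP2-GFP cells per well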
Numbers without * were called inactive; i = inactive; nt = no result given.

VLA-4 inh	RPL19A-GFP yeast	GRK2 inh	AGP1 TOR yeast	GASC-1 inh	LAP4 TOR yeast	CIT2-GFP yeast	MEP2 TOR yeast	SMILES
1	108	0	107	-4	111	102	108	O=C1/C(=C/c2cccc(Cl)c2)SC(=S)N1CCC(=O)N1CCCCC1CCO (stereo unspecified)
17	97	0	108	1	104	100	108	Cc1c(S(=O)(=O)Nc2ccc3c(c2)OCCO3)cnn1C
22	93	3	94	1	104	94	98	Cc1cc2c(cc1C)CSC(c1ccc(O)cc1)SC2
11	103	0	101	-5	94	100	102	CC(C)[C@H](NC(=O)[C@@H]1CSC2c3ccccc3C(=O)N21)C(=O)NCc1ccco1 (stereo partly specified)
4	96	0	104	4	102	101	99	CC(=O)Nc1ccc(S(=O)(=O)N2CCN(S(=O)(=O)N3CCCCC3)CC2)cc1
15	97	0	96	-5	90	101	99	CS(=O)(=O)N(CC(=O)N1CCCC1)Cc1ccc(Cl)c(Cl)c1
-4	101	0	97	101	92	104	108	CCOC(=O)C(NC(C)=O)C(=O)Nc1c(C)cccc1C (stereo unspecified)
-3	105	4	114	-11	107	116	104	COCCCNC(=O)CN1C(=O)COc2ccc(S(=O)(=O)N3CCOCC3)cc21
20	93	2	93	6	103	97	96	O=[N+]([O-])c1cnn(-c2nc(-c3ccco3)cc(C(F)(F)F)n2)c1
0	104	0	102	13	99	nt	102	COc1ccc(N2CCN(Cc3cc4c(cc3O)CCC4)CC2)cc1
15	96	0	100	53	93	96	89	COCCn1c(=NC(=O)c2ccc(S(=O)(=O)N3CCc4ccccc4C3)cc2)sc2cc(OC)ccc21
-3	104	0	104	-3	100	nt	100	Cc1ccc(S(=O)(=O)N(CCCO)Cc2cc3c(C)ccc(C)c3[nH]c2=O)cc1
3	101	14	102	2	103	107	105	Cn1cc([N+](=O)[O-])c(C(=O)Nc2ccc(C(=O)N3CCCCC3)cc2)n1
21	98	3	97	10	93	97	100	COc1ccc(CCNS(=O)(=O)c2c(C)[nH]c(C)c2C(=O)N2CCCCC2)cc1OC
15	96	2	98	5	97	94	106	O=C(CCN1CCOCC1)Nc1ccc2c(c1)CCC2
11	96	0	99	-9	96	98	97	Cc1ccc(CNS(=O)(=O)c2cc3c4c(c2)CCN4C(=O)CC3)cc1
5	106	0	105	5	119	104	102	Nc1c(C(=O)NCc2ccc3c(c2)OCO3)nnn1-c1ccc(OC(F)(F)F)cc1
2	98	4	91	4	86	92	102	FC(F)(F)c1cccc(-c2nc(-c3ccncc3)no2)c1
-4	92	8	88	5	89	80	89	CN(C)S(=O)(=O)c1ccc(N2CCCC2)c(C(=O)Nc2ccc(N3CCOCC3)cc2)c1
-11	97	3	96	-4	94	104	101	COc1ccccc1-n1cc(CN2CCN(C3CCCCC3)C(CCO)C2)cn1 (stereo unspecified)
16	107	0	95	-5	93	100	102	COc1cc(OC)cc(C(=O)Nc2ccc(Nc3ccccc3)cc2)c1
18	98	0	99	6	95	103	101	COCCn1c(-c2ccccc2F)n[nH]c1=S
4	99	0	97	9	93	86	94	C/C(=N\Nc1nc(C)cc(-c2ccccc2)n1)c1ccc(C)o1
i	104	79*	91	-9	104	121	123	COc1ccc(-[n+]2c(C)cc(/C=C3\Sc4ccccc4N3C)cc2C)cc1
-6	104	2	108	3	102	105	102	COc1ccc(N(C(=O)c2ccc(Cl)cc2)C2=CC3CCC(C2)N3C)cc1 (stereo unspecified)
-1	95	1	101	4	75	88	91	O=C(Nc1cccnc1)Nc1ccccc1Cl
14	95	0	103	-3	103	101	107	COCCCNC(=O)Cn1cc(C(=O)C2CC2)c2ccccc21
1	95	4	91	-2	97	96	101	c1ccc(-c2[nH]ncc2-c2nc3ccccc3[nH]2)cc1
20	99	4	105	1	115	97	100	CC(=O)N1CCCc2cc(S(=O)(=O)CCC(=O)Nc3cccc(C)c3C)ccc21
4	99	0	100	21	94	102	94	Cc1c(C(=O)N2CCCCC2)c(S(=O)(=O)NCc2ccc(N(C)C)cc2)c(C)n1C
8	96	0	101	6	100	97	97	CN(c1ccccc1)S(=O)(=O)c1cccc(NS(=O)(=O)c2ccc(/C=C/C(=O)O)cc2)c1
-23	91	0	102	-13	95	95	92	CCn1c(CN2CCOCC2)nnc1SCC(=O)Nc1ccccc1C
-1	88	42*	81	-6	98	83	92	COc1ccc(S(=O)(=O)N(C)Cc2ccc3c(c2)OCCO3)cc1
-18	99	0	100	4	101	104	97	COC(=O)c1sc2nc(CN3CCN(c4ccc(OC)cc4)CC3)[nH]c(=O)c2c1C
0	100	0	98	6	97	95	95	OC(COCc1ccc(Cl)cc1)CN1CCc2ccccc2C1 (stereo unspecified)
-2	104	0	109	-23	101	107	107	Cc1nn(CCCC(=O)NCCCN2CCN(C)CC2)c(=O)c2c1sc1ccccc12
21	99	0	104	nt	115	93	103	C[C@H]1CN([C@@H](C)CO)C(=O)Cc2cc(NC(=O)Cc3cn(C)c4ccccc34)ccc2O[C@@H]1CN(C)S(=O)(=O)c1cn(C)cn1
-1	98	0	112	-10	98	107	107	Cc1ccc(S(=O)(=O)N(C)CC(=O)NC2CC(C)(C)NC(C)(C)C2)cc1
23	105	3	110	5	111	111	109	CCN(CC)CCCNCC(=O)Nc1ccc(OC)c(Cl)c1
28	96	5	96	-25	101	99	104	Cc1ccc(S(=O)(=O)N/N=C/c2c[nH]c3ccccc23)cc1
17	97	2	102	9	106	103	97	COc1ccc(C(=O)NCC(C)(C)CNC(=O)c2ccc(OC)c(OC)c2)cc1OC
7	101	2	109	1	95	103	101	CCCCn1c(SCC(=O)c2ccc(OC)c(OC)c2)nc2cc(S(N)(=O)=O)ccc21
15	97	0	98	3	92	96	96	Cc1ccc(N2C(=O)C3N=NN(CC(=O)N4N=C(c5ccccc5)CC4c4ccccc4)C3C2=O)cc1 (stereo unspecified)
9	107	3	105	2	98	nt	110	Cc1ccc(C23CC4CC(CC(NC(=O)NC(C)(C)CO)(C4)C2)C3)cc1
12	93	1	84	4	90	97	88	O=C(CN(C(=O)c1csnn1)c1ccc(F)cc1)NCc1ccc2c(c1)OCO2
11	94	3	94	nt	94	96	98	CCC(=O)N/C(=N/c1nc(C)cc(C)n1)Nc1ccc(OC)cc1
-7	93	0	95	22	87	nt	97	CCc1nnc(NC(=O)CSc2nc(-c3ccc(OC)cc3)ns2)s1
-6	96	0	106	2	103	109	109	CN1CCN(C(=O)C(C(=O)c2ccc(F)cc2)n2ccccc2=O)CC1 (stereo unspecified)
-2	94	1	98	-11	95	100	95	CCN(c1ccccc1)S(=O)(=O)c1ccc(NC(=S)NC(=O)c2cccs2)cc1
-6	101	2	96	14	101	87	92	O=C(O)CS/C(=C\c1ccc(F)cc1)c1nc2ccccc2s1
2	98	3	102	-1	99	98	105	CCN(CC)S(=O)(=O)c1ccc2c(c1)nc(CCC(=O)O)n2C
-33	104	2	98	-18	104	95	97	Cc1ccccc1OC1=NS(=O)(=O)c2ccccc21
-4	100	0	104	27	102	104	95	COc1ccc(CN2CCNC(=O)C2CC(=O)NCCSc2nccn2C)c(OC)c1 (stereo unspecified)
-1	94	0	99	-42	107	86	98	COc1ccc(NC(=O)CN(C)C(=O)CSCC(=O)Nc2ccc(C)cc2)cc1
2	101	0	111	3	111	102	106	CCOc1cccc(Oc2ncccc2C(=O)/C(C#N)=C/N(C)C)c1
9	99	0	101	-3	97	96	110	Cc1ccc(S(=O)(=O)N(C)Cc2ccc(C(=O)N/N=C3\CC(=O)CC(C)(C)C3)cc2)cc1
0	99	0	96	-5	100	95	105	O=C(COc1ccc(/C=N/NC(=O)c2ccccc2)cc1)Nc1ccc([N+](=O)[O-])cc1
15	98	1	98	-2	114	105	94	COCCn1c(C)cc(C(=O)CN2CCCCC2)c1C

Of the compounds above, 7 contain fluorine.
VLA-4 inh	RPL19A-GFP yeast	GRK2 inh	AGP1 TOR yeast	GASC-1 inh	LAP4 TOR yeast	CIT2-GFP yeast	MEP2 TOR yeast	SMILES
20	93	2	93	6	103	97	96	O=[N+]([O-])c1cnn(-c2nc(-c3ccco3)cc(C(F)(F)F)n2)c1
5	106	0	105	5	119	104	102	Nc1c(C(=O)NCc2ccc3c(c2)OCO3)nnn1-c1ccc(OC(F)(F)F)cc1
2	98	4	91	4	86	92	102	FC(F)(F)c1cccc(-c2nc(-c3ccncc3)no2)c1
18	98	0	99	6	95	103	101	COCCn1c(-c2ccccc2F)n[nH]c1=S
12	93	1	84	4	90	97	88	O=C(CN(C(=O)c1csnn1)c1ccc(F)cc1)NCc1ccc2c(c1)OCO2
-6	96	0	106	2	103	109	109	CN1CCN(C(=O)C(C(=O)c2ccc(F)cc2)n2ccccc2=O)CC1 (stereo unspecified)
-6	101	2	96	14	101	87	92	O=C(O)CS/C(=C\c1ccc(F)cc1)c1nc2ccccc2s1

Screens: PubChem, several laboratories
